# Source: PubChem (several laboratories)
# 5HT1a antag: 5-HT1a (human) receptor antagonism; P08908; CHO 5-HT1a Ga15 NFAT-bla reporter, antagonist mode; inhibition, % at 10 µM; 62,000 compounds, 0.68% hits; AID 612;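 active means inhibition above the mean of all tested compounds plus 3 SD, cut at about 43% in these data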;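 further: receptor stimulated by 5-CT agonist at 100 nM near EC80; beta-lactamase reporter measured by ratiometric fluorescence of a cleavable substrate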
# Target sequence (P08908 whole entry, looked up): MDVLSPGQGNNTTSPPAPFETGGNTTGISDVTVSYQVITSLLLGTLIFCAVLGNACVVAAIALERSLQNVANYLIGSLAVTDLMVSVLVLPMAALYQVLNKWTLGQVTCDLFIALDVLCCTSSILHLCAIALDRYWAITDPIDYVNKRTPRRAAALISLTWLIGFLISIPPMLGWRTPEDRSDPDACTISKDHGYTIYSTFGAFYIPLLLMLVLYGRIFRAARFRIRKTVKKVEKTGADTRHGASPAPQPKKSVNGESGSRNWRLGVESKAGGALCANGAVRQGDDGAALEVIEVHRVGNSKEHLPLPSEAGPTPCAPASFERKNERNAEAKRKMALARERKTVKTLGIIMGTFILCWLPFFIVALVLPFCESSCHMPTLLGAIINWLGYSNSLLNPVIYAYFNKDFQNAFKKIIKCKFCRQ
# HTR1E antagonist: antagonists of human 5-HT1E serotonin receptor. AID 571. CHO 5-HT1E Ga15 NFAT-bla reporter, FRET, antagonist. 65,000 compounds, 0.99% hits. P28566. inhibition, % at 6 µM;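 active means inhibition above a set limit, the mean inhibition across every tested compound plus 3 SD, cut at about 29% in these data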;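 further: signal is the 460 over 535 nm emission ratio of beta-lactamase substrate; 0% = agonist plus DMSO wells and 100% = wells without agonist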
# Her2 expr inh: inhibitors of human Her2 kinase expression; P04626; SKBR-3 HER2 protein level, AlphaScreen, 18-24 h; active compounds read low; HER2 level % of control, % at 10 µM; 65,000 compounds, 0.69% hits;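 active means HER2 level under 5% of the carrier-only control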;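 further: 100% = DMSO carrier and 0% = 500 nM PU-H71 HSP90 inhibitor; lower value means stronger loss of Her2 protein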
# MMP-13 inhibitor: inhibitors of human MMP13; 65,000 compounds, 0.07% hits; P45452; inhibition, % at 4 µM; MMP-13 fTHP FRET cleavage, Mca fluorescence;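 active means inhibition above the mean of compound-free control plate wells plus 3 SD, cut at about 14% in these data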;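 further: 0% = DMSO wells and 100% = wells with reference MMP-13 inhibitor after basal subtraction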
# S1P3 agonist: activates the human S1P3 receptor; activation, % at 4.5 µM; S1P3 NFAT-BLA reporter cells, agonism, FRET ratio; relative to 1 µM S1P, basal subtracted; 60,000 compounds, 0.1% hits; AID 373;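 active means activation above the screen-wide mean plus 3 SD, cut at about 4.5% in these data, passing the limit was not always enough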; further: some compounds called inactive have numbers as strong as hits
#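 Benchmarks: high control 1 µM S1P / System: stable CHO line with human S1P3, Gα16, NFAT-BLA reporter / Dosing: single compound concentration, 4.5 µM final / Timing: 4 h compound at 37 °C, 2 h substrate at RT / Measured by: FRET β-lactamase substrate fluorescence, excitation 405 nm, 460/535 nm emission ratio, background-subtracted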
# A340 absorber: absorbance at 340 nm | compound absorbance at 340 nm, fold over control | fold change at 10 µM | 65,000 tested, under 10 active | AID 708;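 active means at 10 µM dose, initial 340 nm absorbance at least 2 fold that of control wells; inactive means change under 2 fold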;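 further: initial absorbance extrapolated from kinetic A340 decline of NADH oxidation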
# Fluor 339 460: intrinsic fluorescence of library compounds, ex339/em460 – biochemical, MLSMR library, data from DPM-DC assay, artefact control, profiling panel; compound autofluorescence, ex339/em460 nm, NADH buffer; active compounds read high; 1 = no-compound wells, NADH background; fluorescence fold increase at 10 µM; 65,000 compounds, 5.5% hits; AID 709;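 active means at 10 µM, mean starting fluorescence two-fold or more over control wells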;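 further: signal is the first read of a kinetic run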
# S1P1 ag pot: S1P1 (human) agonism or agonism potentiation; P21453; S1P1 CRE-bla cells, forskolin, beta-lactamase FRET, potentiator mode; S1P1 agonist co-added at EC20, 2 nM; 100% = saturating reference agonist, 0% = basal; activation, % at 9.5 µM; 56,000 compounds, 0.57% hits; AID 449;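 active means activation above a cutoff set at the mean activation of all tested compounds plus 3 SD, cut at about 54% in these data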;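 further: forskolin at 4 µM as EC80 and the EC20 agonist is SEW2871; 100% = SEW2871 at its EC100 plus forskolin at EC80; some compounds past the cut are filed as inactive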
# Target sequence (P21453 whole entry, looked up): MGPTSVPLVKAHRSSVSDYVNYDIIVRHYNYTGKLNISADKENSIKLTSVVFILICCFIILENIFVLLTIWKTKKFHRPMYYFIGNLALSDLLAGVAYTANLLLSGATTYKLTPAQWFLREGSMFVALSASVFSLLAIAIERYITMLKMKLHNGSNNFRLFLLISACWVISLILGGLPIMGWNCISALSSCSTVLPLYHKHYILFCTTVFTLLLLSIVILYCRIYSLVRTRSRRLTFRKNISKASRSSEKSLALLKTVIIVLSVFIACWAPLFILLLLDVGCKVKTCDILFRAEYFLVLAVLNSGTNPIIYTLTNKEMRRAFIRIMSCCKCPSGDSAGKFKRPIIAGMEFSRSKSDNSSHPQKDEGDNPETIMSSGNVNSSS
# HTR1E agonist: agonists of human 5-HT1E serotonin receptor. CHO 5-HT1E Ga15 NFAT-bla reporter, FRET; 0% DMSO wells, 100% control agonist wells. activation, % at 6 µM. 65,000 compounds, 0.69% hits. AID 574;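 active means activation above a set limit, the screen-wide mean activation plus 3 SD, cut at about 8.5% in these data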;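 further: 100% = positive control agonist at 1 µM giving full maximal response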
# Active calls of the source: *; . = no result given.
SMILES,5HT1a antag,HTR1E antagonist,Her2 expr inh,MMP-13 inhibitor,S1P3 agonist,A340 absorber,Fluor 339 460,S1P1 ag pot,HTR1E agonist
O=C(CCNS(=O)(=O)c1cccs1)NCc1cccs1,-5,0,111,4,.,1.1,1.1,.,-1.1
O=C(O)c1nn(-c2ccccc2)nc1-c1nn(-c2ccccc2)nc1C(=O)O,-4,-22,109,-26,-0.1,1,1.1,-6,0.2
CCc1nnc(NC(=O)CSc2nnc(-c3cccnc3)n2CCc2ccccc2)s1,-10,-7,69,-8,0.1,0.99,1,-2,0.4
O=C(OCN1C(=O)c2ccccc2C1=O)C1CCCCC1,-23,-11,81,0,0.0,1.1,1,-9,-0.6
CCN(CCCNC(=O)CNC(=O)Cn1cnc2ccccc2c1=O)c1cccc(C)c1,-2,1,103,2,-0.6,1,0.98,-4,-0.1
CCn1c(SCC(=O)Nc2cc(OC)c(OC)c(OC)c2)nnc1-c1cccs1,-10,-10,132,-4,0.0,0.99,1,-41,-0.4
COc1cc(N(C)C)c(NC(C)=O)cc1C(=O)O,0,6,106,3,-1.0,1.1,1.1,.,-0.8
CCOc1ccccc1C1C(C(=O)OC)=C(N)OC2=C1C(=O)CCC2 (configuration not stated),-5,-6,123,1,1.5,0.98,1,-8,1.1
c1coc(CNCC2OCCc3ccccc32)c1 (configuration not stated),-8,-2,93,-4,-0.1,0.98,1.1,6,-0.3
Cc1ccc(Nc2nnc(SCC(=O)NCc3ccco3)s2)cc1,-1,-2,79,1,1.2,1,1.1,6,-0.7
COCCCNC(=O)Cn1nnc(-c2ccccc2NC(=O)c2ccc(F)cc2)n1,4,3,91,0,.,1,1.1,.,-1.0
COc1ccc2c(c1)OCC1=C2CCC2(C)C(=O)CC=C12 (configuration not stated),3,-3,.,-23,-0.6,1.1,3.6*,.,0.4
CC(C)OC(=O)c1ccc(N2C(=O)C3CC=CCC3C2=O)cc1 (configuration not stated),0,2,98,1,-1.1,1,1.1,-32,-0.3
Cc1cc(C)c(S(=O)(=O)N(CC(=O)NCc2cccnc2)C2CCCCC2)c(C)c1,6,-2,74,-1,0.5,1,1.1,0,0.0
COc1ccc(C2CC(=O)C3=C(C2)Nc2ncnn2C3c2ccccc2C)cc1 (configuration not stated),-5,-1,99,-14,-0.3,1.1,1.4,-16,0.5
O=C(NCC1CCCO1)C1CCN(S(=O)(=O)Cc2ccccc2)CC1 (configuration not stated),7,1,94,-5,-0.4,1,1,7,-0.1
CCOc1cccc(=O)c2c(C)n(CC3CCCO3)c(C)c12 (configuration not stated),7,-1,73,0,-0.8,1,1.1,.,0.6
CCOC(=O)c1c2n(c3ccc(O)cc13)CCCCC2,6,2,.,-2,0.0,1,1,.,-0.3
Cc1csc2c(C#N)c(=O)c3c(n12)CCC3,-3,7,55,-7,-0.5,1.1,1.6,4,-0.8
O=C(Cn1cnc2c(nnn2Cc2ccc(F)cc2)c1=O)N1CCN(c2ccccc2)CC1,2,1,120,3,1.0,0.98,1.1,-11,0.1
O=c1[nH]c(C(F)(F)F)nc2ccccc12,2,2,114,0,-0.4,1,1.1,-20,0.1
O=c1c2ccccc2c(/C=N/n2cnnc2)c(O)n1-c1ccccc1,-8,3,76,-6,0.1,1,1.5,10,1.3
O=C(NCc1ccco1)c1cc2c(s1)CSC2,8,0,106,2,-1.0,1,1.5,11,-1.9
CCOC(=O)C1CCN(S(=O)(=O)c2ccc(OCC(=O)OC)cc2)CC1,-8,19,104,4,0.0,1,1.1,6,-1.1
Cc1ccc(OCC(=O)N2CCN(C(=O)CCC3CCCC3)CC2)cc1,-16,0,104,5,-2.0,0.99,1,-2,1.4
O=C(CCCCn1c(=O)[nH]c2ccccc2c1=O)N1CCN(c2cccc(C(F)(F)F)c2)CC1,8,-11,60,-1,-0.3,1,1.1,6,2.0
CC1(C)Cc2c(sc(NC(=O)c3ccc(Br)o3)c2C#N)CO1,.,5,125,-2,-1.6,1.1,1,9,0.1
COC(=O)C1CCN(c2nc3ccccc3nc2C(C#N)C(=O)OCC(C)C)CC1 (configuration not stated),-1,-6,86,2,0.1,1,1.2,-21,0.7
COC(=O)c1ccccc1S(=O)(=O)Nc1ccc2cn[nH]c2c1,3,-9,101,-1,0.4,0.96,1.1,-8,0.3
CN1CCN(C(=O)c2ccc(COc3ccc(Cl)cc3Cl)cc2)CC1,-2,0,162,-2,-1.1,1,1.1,8,-0.4

# Ordered by SMILES length (falling): 3 of the compounds above
SMILES,5HT1a antag,HTR1E antagonist,Her2 expr inh,MMP-13 inhibitor,S1P3 agonist,A340 absorber,Fluor 339 460,S1P1 ag pot,HTR1E agonist
COC(=O)C1CCN(c2nc3ccccc3nc2C(C#N)C(=O)OCC(C)C)CC1 (configuration not stated),-1,-6,86,2,0.1,1,1.2,-21,0.7
CN1CCN(C(=O)c2ccc(COc3ccc(Cl)cc3Cl)cc2)CC1,-2,0,162,-2,-1.1,1,1.1,8,-0.4
O=c1[nH]c(C(F)(F)F)nc2ccccc12,2,2,114,0,-0.4,1,1.1,-20,0.1

# Further results:
SMILES,5HT1a antag,HTR1E antagonist,Her2 expr inh,MMP-13 inhibitor,S1P3 agonist,A340 absorber,Fluor 339 460,S1P1 ag pot,HTR1E agonist
C=CCN1C(=O)C2C(C(=O)NC3CCCCC3)C3C=CC2(O3)C1C(=O)NC1CCCC1 (configuration not stated),3,2,120,2,-1.0,1,1.1,4,0.2
Cc1oc(C)c(C(=O)NCCCC(=O)O)c1C(=O)NCCCC(=O)O,-13,-6,80,0,0.7,1,1.1,5,-0.8
CCn1c(Cc2ccccc2)nnc1SCC(=O)Nc1nnc(-c2ccccc2)s1,-10,-3,80,2,0.0,1.1,1.1,8,-0.5
COCCSc1nnc(NC(=O)COC)s1,0,0,99,-1,-1.5,0.97,1.1,3,-0.4
CC1(C)Cc2c(C#N)c(SCC(=O)c3ccccc3)nc(N3CCOCC3)c2CO1,-22,25,86,4,-1.4,1.1,1.1,-10,-0.6
COCCOC(=O)C1=C(C)NC(=O)NC1c1c(F)cccc1Cl (configuration not stated),6,-2,96,-2,-0.7,1,1.1,.,0.0
Cc1cccc(-n2ncc3c(NCCCn4ccnc4)ncnc32)c1,-9,0,88,-14,-1.1,0.99,1,-9,0.0
Cc1ccccc1-c1nc(CS(=O)(=O)CC(=O)NCc2ccccc2)c(C)o1,-7,-5,77,-4,-1.3,1,1,9,0.7
CCOC(=O)CS(=O)(=O)c1ccc2ccccc2c1,4,-9,87,0,.,1,1.1,.,0.0
COc1ccc2cnn(-c3ccccc3)c(=O)c2c1OC,0,0,110,3,.,1,1.1,.,-0.3

# Nothing new here: entries from further up.
SMILES,5HT1a antag,HTR1E antagonist,Her2 expr inh,MMP-13 inhibitor,S1P3 agonist,A340 absorber,Fluor 339 460,S1P1 ag pot,HTR1E agonist
Cc1oc(C)c(C(=O)NCCCC(=O)O)c1C(=O)NCCCC(=O)O,-13,-6,80,0,0.7,1,1.1,5,-0.8
CCn1c(Cc2ccccc2)nnc1SCC(=O)Nc1nnc(-c2ccccc2)s1,-10,-3,80,2,0.0,1.1,1.1,8,-0.5
COCCSc1nnc(NC(=O)COC)s1,0,0,99,-1,-1.5,0.97,1.1,3,-0.4
CC1(C)Cc2c(C#N)c(SCC(=O)c3ccccc3)nc(N3CCOCC3)c2CO1,-22,25,86,4,-1.4,1.1,1.1,-10,-0.6
COCCOC(=O)C1=C(C)NC(=O)NC1c1c(F)cccc1Cl (configuration not stated),6,-2,96,-2,-0.7,1,1.1,.,0.0
Cc1cccc(-n2ncc3c(NCCCn4ccnc4)ncnc32)c1,-9,0,88,-14,-1.1,0.99,1,-9,0.0
Cc1ccccc1-c1nc(CS(=O)(=O)CC(=O)NCc2ccccc2)c(C)o1,-7,-5,77,-4,-1.3,1,1,9,0.7
CCOC(=O)CS(=O)(=O)c1ccc2ccccc2c1,4,-9,87,0,.,1,1.1,.,0.0
COc1ccc2cnn(-c3ccccc3)c(=O)c2c1OC,0,0,110,3,.,1,1.1,.,-0.3

# (listing goes on)
SMILES,5HT1a antag,HTR1E antagonist,Her2 expr inh,MMP-13 inhibitor,S1P3 agonist,A340 absorber,Fluor 339 460,S1P1 ag pot,HTR1E agonist
O=C(c1ccc(CN2CCc3ccccc3C2)cc1)N1CCCCC1,-5,-4,91,-2,-1.1,1,1.1,-1,-0.7
COCCNC(=O)CN1CCC(NC(=O)Nc2ccccc2)CC1,-3,-6,121,6,-0.8,1,1.1,-6,3.1
O=C(NC1CCCCC1)c1ccc(S(=O)(=O)NCc2cccnc2)cc1,-3,-16,101,-3,-0.2,1,0.95,2,-1.7
c1cncc(-c2nn3c(-c4ccncc4)nnc3s2)c1,-3,1,82,3,0.8,1,1.1,-3,1.4
O=C1CCCN1c1ccc(S(=O)(=O)Nc2ccc3c(c2)OCCO3)cc1,9,10,101,4,-1.5,1.1,1.1,25,0.2
CN1CCN(S(=O)C23CC4CC(CC(C4)C2)C3)CC1 (configuration not stated),3,5,121,4,-0.4,1,1.1,.,0.1
CN1CCN(S(=O)(=O)c2ccc(-c3noc(C4CCN(S(C)(=O)=O)CC4)n3)cc2)CC1,-4,-2,95,3,-0.8,1,1.1,-14,0.6
CCN1C(=O)C2C(c3cccc(F)c3)NC(C)(C(=O)OC)C2C1=O (configuration not stated),-2,-1,193,6,0.2,0.97,1.1,-14,-0.3
O=c1c2cc(-c3ccccc3)sc2ncn1/N=C/c1ccco1,4,-19,60,2,-1.2,1.1,1,.,-0.1
CC(=O)Nc1ccc(S(=O)(=O)NCCC(=O)OCCN2C(=O)c3ccccc3C2=O)cc1,-10,2,97,-11,0.0,1,1.1,13,0.1
O=C(CN1C(=O)c2cccc3cccc1c23)Nc1ccc2c(c1)OCO2,3,4,93,4,-0.7,1,1.2,8,0.6
CCC(=O)NCCc1cc2ccc(C)cc2[nH]c1=O,1,-8,84,2,-1.1,1.1,1.2,-6,1.6
CCOc1ccc(-c2[nH]nc3c2C(c2ccc(O)cc2)C(C#N)=C(N)O3)cc1 (configuration not stated),9,0,99,4,-1.3,0.87,1.2,-31,-0.3
O=C(NCCOc1ccccc1)C1CCCN1C(=O)c1cccs1 (configuration not stated),16,11,67,4,-0.2,1,1.1,10,1.6
Cc1cc(C(F)(F)F)nc(NCc2cccnc2)n1,0,1,98,-1,.,0.97,1.1,.,0.4
CCC1C2CN(C(C)=O)CC=C2C(C#N)=C(N)C1(C#N)C#N (configuration not stated),10,2,110,-11,0.2,0.99,1.3,4,-0.1
COc1ncnc2c1N[C@@](C)(O)c1c(F)c(F)c(F)c(F)c1S2,8,1,103,-6,-0.8,1,1,-23,0.1
CC1CCN(C(=O)Cn2nc(C(F)(F)F)c3c2CCCC3)CC1,17,-1,115,4,-0.4,1,1.1,-51,0.8
COC(=O)c1ccc(Cc2ccc(C(=O)OC)o2)o1,8,-3,56,7,1.1,0.99,0.99,7,-0.2
Cc1cc(NC(=O)CSc2nc(-c3ccco3)cc(C(F)(F)F)n2)n(-c2ccccc2)n1,20,20,31,4,-0.6,1.1,1.1,-4,0.5
Cc1cccc(NC(=O)CC2SC(=NC3CCCCC3)NC2=O)c1 (configuration not stated),-8,4,82,4,.,1,1.1,.,0.8
